N370S GC mod – N370S glucocerebrosidase modulation, Gaucher chaperone candidate. 0.092% of 330,000 active. Potency, µM (highest dose often 59.4 µM), inactives show at the highest dose activity change, negative = inhibition, usual class: inhibitors. N370S GC spleen homogenate, 4MU-glucoside fluorescence. AID 2101. P04062;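 also: 0% = full enzyme activity and -100% = no enzyme basal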
FEN1 inh – human FEN1 inhibition. Recombinant FEN1 flap cleavage, fluorescence, 15 min. 0.35% of 390,000 active. Potency, µM (series often up to 114 µM), inactives show at the top dose activity change, negative = inhibition, usual class: inhibitors. P39748; also: nearly all actives have a fitted effect of over 65% in size
Target sequence (P39748 whole entry, looked up): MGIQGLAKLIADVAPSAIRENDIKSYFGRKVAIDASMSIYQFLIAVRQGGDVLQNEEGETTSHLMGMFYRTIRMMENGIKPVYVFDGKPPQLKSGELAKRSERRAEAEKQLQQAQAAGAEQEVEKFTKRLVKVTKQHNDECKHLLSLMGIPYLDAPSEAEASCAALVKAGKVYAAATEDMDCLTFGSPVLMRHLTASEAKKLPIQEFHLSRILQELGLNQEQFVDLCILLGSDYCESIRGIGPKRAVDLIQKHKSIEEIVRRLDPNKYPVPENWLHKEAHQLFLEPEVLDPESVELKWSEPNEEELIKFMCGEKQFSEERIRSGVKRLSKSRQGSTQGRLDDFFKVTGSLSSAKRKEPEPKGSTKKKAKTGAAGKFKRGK
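Recombinant FEN1 (10 nM) was preincubated with pin-transferred compounds for 15 min at room temperature, then flap DNA substrate (50 nM final) was added. Plates were read at 0 and 15 min, and normalized concentration–response data were fitted to a four-parameter Hill equation.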
GCN5L2 inh – inhibitors of human GCN5L2 histone acetyltransferase | Q92830 | GCN5L2 HAT assay, ThioGlo1 CoA-SH fluorescence | Potency, µM (doses to about 58.9 µM), inactives show at the highest dose activity change, negative = inhibition, actives largely listed as inhibitors | 0.21% of 390,000 active
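Free CoA generated was detected with ThioGlo1 (50uM) fluorescence at Ex340nm/Em540nm, read immediately and after 20 min at room temperature. Enzyme, 20 nM in HEPES pH 7.5 buffer, saw compounds 15 min before adding 75uM H3(1-25) peptide and 70uM acetyl-CoA.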
The depositor's hits bear a star; ? = inconclusive; / = no result given; [ ] = remark or other dose. Calls follow the shape of the dose curve; as a rule, active = well fitted curve in the direction sought with a large enough effect; inconclusive = small, poorly fitted or top-dose-only effect, or another doubt; inactive = no such curve, though single readings can be large; an effect the other way counts as inactive or inconclusive. Unless noted, % is scaled to controls: 0 for no effect and ±100 for the full control effect; potency is read from the fitted curve at half-maximal effect. Not all compounds are listed; rates above refer to the full screens.

SMILES	N370S GC mod	FEN1 inh	GCN5L2 inh
COC(=O)c1oc2c(c1C)C1(CCC2)SCCS1	1%	-6%	-7%
Cc1ccc(-n2c(=O)c3ccc(C(=O)NCc4ccccc4Cl)cc3n(Cc3cccc(F)c3)c2=O)cc1	/	21%	-4%
COc1ccccc1NC(=O)c1ccc(CS(=O)(=O)c2ccc(C)cc2)cc1	8%	5%	-11%
CN1CCCN(C(=O)c2ccc(Cl)cc2)CC1	-1%	4%	-4%
Cc1c(C(=O)Nc2ccc(F)cc2)oc2ccc(S(=O)(=O)N3CCCC3)cc12	11%	-12%	-10%
CCn1c(=N)n(CC(=O)C(C)(C)C)c2ccccc21	-6%	0%	?
CC(c1ccon1)N(C)C(=O)c1ccc2nc(Cc3cccc(Cl)c3)oc2c1 (stereo not drawn)	-22%	15%	-2%
CN1CCCC(OC(=O)c2ccc(Cl)cc2)C1 (stereo not drawn)	11%	-4%	3%
O=C(CSc1nc2ccccc2c(=O)n1CCCN1CCOCC1)Nc1ccccc1OC(F)F	/	1%	-8%
Cc1cccnc1NC(=O)c1cccc(NC(=O)CC2SC(N3CCCCC3)=NC2=O)c1 (stereo not drawn)	/	3%	2%
Cc1ccc2cc(C(c3nnnn3Cc3ccccc3)N3CCc4ccccc43)c(=O)[nH]c2c1C (stereo not drawn)	15%	2%	-3%
COc1ccccc1C1CC(c2ccc(NS(C)(=O)=O)cc2)=NN1C(=O)c1ccccc1 (stereo not drawn)	-2%	-11%	-9%
O=C(OC(C(=O)NCc1ccc(F)cc1)c1ccccc1)c1ccco1 (stereo not drawn)	-5%	0%	-4%
C/C(=N\NC(=O)C1COc2ccccc2O1)c1ccc(Cl)s1 (stereo not drawn)	19%	-3%	-2%
CCOC(=O)C1=C(COC(=O)/C=C/c2ccccc2Cl)NC(=O)NC1C (stereo not drawn)	5%	-18%	-25%
O=C(c1cccc(N2C(=O)c3ccccc3C2=O)c1)N1CCCC(C(F)(F)F)C1 (stereo not drawn)	?	-8%	-4%
CCNC(=S)NCC	10%	22%	/
N#Cc1cccc(C(c2nnnn2C2CCCC2)N2CCCCCC2)c1 (stereo not drawn)	1%	-4%	31%
Cc1ccccc1NC(=S)NC(=O)C1CCCCC1	1%	9%	-8%
COc1ccccc1CCNC(=O)Cn1ccc2cc(S(=O)(=O)N3CCC(C)CC3)ccc21	0%	10%	-9%
O=C(C1CCN(S(=O)(=O)N2CCCC2)CC1)N1CCCCC1	-1%	-17%	-11%
O=C(c1cccc([N+](=O)[O-])c1)N1CCCC(C(=O)N2CCCCCC2)C1 (stereo not drawn)	-1%	0%	1%
CCC(C)N(C(=O)Cn1nnc2ccccc21)C(C(=O)Nc1ccc(F)cc1)c1cccc(OC)c1 (stereo not drawn)	2%	-4%	-21%
CC1(C)CC(=O)C(C=Nc2ccc(C(=O)c3ccccc3)cc2N=CC2=C(O)CC(C)(C)CC2=O)=C(O)C1	-2%	5%	-12%
FC(F)Oc1ccc(NC(=S)NCc2nc3ccccc3[nH]2)cc1	3%	4%	-9%
CCCCNC(=O)N1CCN(c2ccccc2OC)CC1	-1%	-19%	-6%
CC(C)C(NC(=O)c1cccs1)C(=O)NC1CCCCC1 (stereo not drawn)	-4%	17%	?
CCN(c1ccc(NC(=O)COC(=O)/C=C/c2ccco2)cc1)C(C)C	/	2%	-6%
COc1ccc(S(=O)(=O)N2CCCCCC2)cc1NC(=O)c1ccccc1F	/	-4%	0%
COc1cc(OC)c(NC(=O)Nc2sc3nc4n(c(=O)c3c2C)CCC(C)CC4)cc1Cl (stereo not drawn)	/	-7%	-2%
COc1ccc(C(=O)NC2=NCCS2)cc1	2%	-2%	-14%
CCN1C(=O)N/C(=C/c2cc(C)n(Cc3ccccc3)c2C)C1=O	-7%	-11%	-1%
COc1ccccc1NC(=O)COC(=O)c1ccccc1SCC(=O)N1CCCC1	-3%	1%	1%
OCCCCNCc1cc(Br)ccc1OCc1ccccc1	-5%	5%	-8%
CCCn1c(SCC(=O)N2CCN(c3ccccc3)CC2)nc2ccccc2c1=O	?	-16%	-20%
Cc1c(C)c2ccc(OCc3ccc(C(=O)O)o3)c(C)c2oc1=O	-3%	-5%	-6%
COc1ccc(Cc2nc3ccc(S(N)(=O)=O)cc3[nH]2)cc1OC	9%	2%	3%
CCC(=O)NC1(C(F)(F)F)C(=O)Nc2c1c(=O)[nH]c(=O)n2Cc1ccco1 (stereo not drawn)	3%	24%	-1%
O=C(c1cc(Cl)nc2ccccc12)N1CCN(S(=O)(=O)c2cccc(C(F)(F)F)c2)CC1	-7%	-15%	1%
CC(=O)n1nc(-c2cccnc2)nc1NCc1cccs1	-4%	22%	1%
Cn1c(=O)[nH]c(=O)c2c1nc(NCc1ccccc1)n2CCCc1ccccc1	11%	6%	-3%
O=c1cc(Cc2ccccc2)[nH]c(=S)[nH]1	16%	1%	-3%
N#CC1=C(N)Oc2n[nH]c(-c3cccs3)c2C1c1ccsc1 (stereo not drawn)	-5%	9%	-2%
Cc1ccc(NS(=O)(=O)c2cc(C(=O)Nc3cccc(N(C)S(C)(=O)=O)c3)ccc2C)c(C)c1	-4%	-14%	-9%
CC(=O)Nc1cccc(NC(=O)c2c(-c3ccccc3)c(-c3ccccc3)nn(C)c2=O)c1	/	-16%	1%
Cc1cccc(NC(=O)COC(=O)c2ccccc2SCC(=O)N2CCCC2)c1	-12%	2%	0%
O=C(O)c1cc(NS(=O)(=O)c2ccc(NCc3ccccc3)c([N+](=O)[O-])c2)cc(C(=O)O)c1	-11%	9%	-4%
COc1ccc(NC(=O)c2sc3nc(-c4cccnc4)ccc3c2N)cc1	1%	-6%	-19%
CCn1c(COc2ccc3c(c2)OCO3)nnc1SCC(=O)O	27%	-1%	-3%
O=C(Oc1ccccc1)N1CCC2(CC1)CN(c1ncccn1)C2	15%	/	-3%
CCOC(=O)N1CCN(Cc2ccccc2F)CC1	2%	4%	2%
O=C1c2ccc(Oc3cccc([N+](=O)[O-])c3)cc2C(=O)N1c1ccccn1	-5%	-18%	-4%
Nn1c(Cc2cccc3ccccc23)nnc1SCc1c(Cl)cccc1Cl	3%	-10%	-6%
CCOC(=O)C1(CC2CCCCO2)CCN(C(=O)Nc2ccc(C(=O)OC)cc2)CC1 (stereo not drawn)	-5%	4%	-3%
CN(C)CCCN(C(=O)c1cc2cc([N+](=O)[O-])ccc2s1)c1nc2cc3c(cc2s1)OCCO3	-16%	?	-11%
Cc1cc(C)c(S(=O)(=O)N2CCC(C(N)=O)CC2)cc1C	-13%	5%	-12%[0.501 µM]
Cn1c(SCC(=O)NCC2CCCO2)ncc(C(=O)Nc2ccc(Cl)cc2)c1=O (stereo not drawn)	1%	15%	-1%
Cc1cccc(NS(=O)(=O)c2ccc3oc(=O)ccc3c2)c1C	-12%	17%	-17%
COc1ccccc1NC(=O)CNC(=O)Cn1cnc2sc(C)c(C)c2c1=O	6%	-12%	-17%
CCS(=O)(=O)Nc1cccc(C2=NN(C(C)=O)C(c3cccs3)C2)c1 (stereo not drawn)	-4%	-17%	3%

Other entries follow:
SMILES	N370S GC mod	FEN1 inh	GCN5L2 inh
COc1cc(S(=O)(=O)N2CCCCC2)ccc1NC(=O)c1ccncc1	-10%	-4%	-3%
O=C(/C=C1\NC2(CCCC2)Cc2ccccc21)C(=O)N/N=C/c1ccc(O)c(O)c1	3%	-31%	?
COc1cc(NC(=O)CN2c3cccc4cccc(c34)S2(=O)=O)cc(OC)c1OC	-29%	-8%	-1%
CC(C)(C)NC(=O)CSc1nc(-c2ccc(F)cc2)cc(C(F)(F)F)n1	/	3%	2%
O=C(Nc1ccc(Br)cc1)C1CCN(C(=O)c2ccco2)CC1	-7%	-1%	-3%
CCn1cc(CN2CCC(n3nccc3NC(=O)Cc3ccccc3)CC2)c(C)n1	-20%	-1%	-5%
Cc1ccc(N2CC(NC(=O)/C=C\c3ccc4c(c3)OCO4)CC2=O)cc1 (stereo not drawn)	/	-4%	-4%
COc1ccc(C(C(=O)NC(C)(C)C)N(C(=O)Cn2nnc3ccccc32)c2cccc(C(C)=O)c2)cc1O (stereo not drawn)	0%	0%	-17%
COc1cc(C(=O)OCCN2CCCCC2)ccc1O	3%	4%	1%
COc1cccc(N2CCN(Cc3cc(=O)oc4cc(C)ccc34)CC2)c1	/	-4%	-3%
CCC(C)(C)n1nnnc1C(c1cccnc1)N1CCN(c2cccc(C(F)(F)F)c2)CC1 (stereo not drawn)	-5%	-13%	-4%
O=C(CNC(=S)NC(=O)c1ccco1)c1ccccc1	5%	34%[activator]	-3%
COc1ccc2c(-c3cccnc3)cc(=O)[nH]c2c1	-1%	4%	-2%
CCCCN(CCCC)CCNC(=O)CN1C(=O)COc2ccc(S(=O)(=O)N3CCC(C)CC3)cc21	-1%	-4%	-21%
O=C(c1ccc(S(=O)(=O)N2CCCCCC2)cc1)N(c1ccccn1)C1CCCCC1	6%	-3%	-3%
COc1ccc(C2(C)NC(=O)N(CC(=O)Nc3ccc4c(c3)OCO4)C2=O)cc1OC (stereo not drawn)	-5%	3%	-8%
COc1ccc(OC)c(C2C(C#N)=C(N)Oc3cc(C)[nH]c(=O)c32)c1 (stereo not drawn)	-16%	3%	0%
COc1cc2c(cc1NC(=O)CCC(=O)O)oc1ccccc12	-3%	-2%	-7%
Cc1ccc(C(=O)N(CC(=O)NC2CCCCC2)c2ccccc2F)s1	5%	32%	-4%
O=C(NCc1ccc2c(c1)OCO2)C1CC(c2ccc(Cl)cc2)=NO1 (stereo not drawn)	-1%	5%	24%

6 entries from above in another layout.
SMILES,N370S GC mod,FEN1 inh,GCN5L2 inh
COc1cc(C(=O)OCCN2CCCCC2)ccc1O,3%,4%,1%
COc1cccc(N2CCN(Cc3cc(=O)oc4cc(C)ccc34)CC2)c1,/,-4%,-3%
CCC(C)(C)n1nnnc1C(c1cccnc1)N1CCN(c2cccc(C(F)(F)F)c2)CC1 (stereo not drawn),-5%,-13%,-4%
O=C(CNC(=S)NC(=O)c1ccco1)c1ccccc1,5%,34%[activator],-3%
COc1ccc2c(-c3cccnc3)cc(=O)[nH]c2c1,-1%,4%,-2%
CCCCN(CCCC)CCNC(=O)CN1C(=O)COc2ccc(S(=O)(=O)N3CCC(C)CC3)cc21,-1%,-4%,-21%

Next section.
SMILES	N370S GC mod	FEN1 inh	GCN5L2 inh
Cc1ccc2[nH]c3c(c2c1)CCC3=O	5%	-8%	-7%
COc1ccc(OC)c(NC(=O)CSc2nc3ccccc3c(=O)n2CC2CCCO2)c1 (stereo not drawn)	?	4%	-10%
CCNC(=O)CCn1nc(-c2ccc(Cl)cc2)c2ccccc2c1=O	/	0%	-5%
Cc1cccc(-n2c(N)cc(=O)nc2SCC(=O)Nc2ccc(F)cc2)c1C	/	16%	-6%
O=C(O)[C@H]1CN[C@H](C(=O)O)C1	3%	/	-19%
COc1cc(C(=O)OCC(=O)NC2CC2)ccc1OCCC(C)C	/	20%	-4%
COC(=O)c1c(N)n(-c2ccc(NC(C)=O)cc2)c2nc3ccccc3nc12	?	2%	-7%
CC12COC3(C(=O)Nc4ccc([N+](=O)[O-])cc4)CC1CCC32C (stereo not drawn)	8%	4%	18%
C=C1C(C(=O)Nc2ccc(OCC)cc2)C1C(=O)Nc1ccc(OCC)cc1 (stereo not drawn)	-5%	-3%	-7%
Cc1cccc(NC(=O)NNC(=O)c2cc(-c3ccccc3Cl)nc3ccccc23)c1	-5%	-6%	0%
NC1=NC(=O)/C(=C/c2cccc(-c3ccc(S(N)(=O)=O)cc3)c2)S1	0%	-7%	-3%
Cc1nnc(SCCn2c(Br)nc3c2c(=O)[nH]c(=O)n3C)s1	-4%	4%	3%
CC(=O)N1CCN(c2nc3ccc([N+](=O)[O-])cc3s2)CC1	3%	-9%	-19%
CC(=O)Cc1nsc(NC(=O)c2ccc(-c3ccc(Cl)c(Cl)c3)o2)n1	-4%	-4%	-5%
O=C(Nc1ccc(N2CCCCCC2)cc1)c1cccc(S(=O)(=O)N2CCOCC2)c1	/	-7%	-11%
O=C(Nc1cc(Cl)cc(Cl)c1)c1ccc(F)c(S(=O)(=O)NC2CCCCC2)c1	/	-23%	-11%
Cc1ncoc1C(=O)NC1CC(C)(C)Cc2c1cnn2-c1ccccc1 (stereo not drawn)	-4%	-1%	1%

A stretch of the results above, as a working copy:
SMILES	N370S GC mod	FEN1 inh	GCN5L2 inh
CC(=O)Cc1nsc(NC(=O)c2ccc(-c3ccc(Cl)c(Cl)c3)o2)n1	-4%	-4%	-5%
O=C(Nc1ccc(N2CCCCCC2)cc1)c1cccc(S(=O)(=O)N2CCOCC2)c1	/	-7%	-11%
O=C(Nc1cc(Cl)cc(Cl)c1)c1ccc(F)c(S(=O)(=O)NC2CCCCC2)c1	/	-23%	-11%
Cc1ncoc1C(=O)NC1CC(C)(C)Cc2c1cnn2-c1ccccc1 (stereo not drawn)	-4%	-1%	1%
